NPYLR7 ag: mosquito NPYLR7 agonism; HEK293T NPYLR7/Galpha15, GCaMP6s calcium fluorescence; activation, % at 10 µM; actives 0.15% (n = 270,000); AID 1259423; in the data active = activation above about 40%;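 note: 0% = vehicle and 100% = reference agonist at the receptor; some compounds past the cut are filed as inactive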
hcGAS lum: inhibitors of human cGAS; Q8N884; recombinant h-cGAS, ATP depletion, Kinase-Glo luminescence; inhibition, % at 12.5 µM; actives 0.081% (n = 290,000);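 note: 0% = vehicle reaction and 100% = reaction without DNA for no activity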
Target sequence (Q8N884 whole entry, looked up): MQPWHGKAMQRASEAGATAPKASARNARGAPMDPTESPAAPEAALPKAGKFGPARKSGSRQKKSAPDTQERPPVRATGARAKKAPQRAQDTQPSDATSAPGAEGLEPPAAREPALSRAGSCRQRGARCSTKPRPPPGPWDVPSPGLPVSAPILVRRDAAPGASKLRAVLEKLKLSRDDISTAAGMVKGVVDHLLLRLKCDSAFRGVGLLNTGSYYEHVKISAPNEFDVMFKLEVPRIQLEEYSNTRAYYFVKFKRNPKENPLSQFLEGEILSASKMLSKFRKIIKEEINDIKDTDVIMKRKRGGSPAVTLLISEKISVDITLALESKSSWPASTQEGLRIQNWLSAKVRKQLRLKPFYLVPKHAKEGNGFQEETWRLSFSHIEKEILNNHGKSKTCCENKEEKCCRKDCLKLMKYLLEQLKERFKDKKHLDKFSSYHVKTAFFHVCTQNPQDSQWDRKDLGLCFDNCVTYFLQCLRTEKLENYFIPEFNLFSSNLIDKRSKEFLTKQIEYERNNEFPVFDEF
mcGAS lum: blocks mouse cGAS activity; Q8C6L5; recombinant cGAS, Kinase-Glo ATP depletion luminescence; inhibition, % at 12.5 µM; actives 0.15% (n = 160,000);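 note: 0% = negative control wells and 100% = reference inhibitor with no enzyme activity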
* hit, by the source's call; nt = no result given; & = joins results of further samples. Cut-off read from the data, not from the text of the source, unless noted: active = inhibition above about 40%; inactive = the rest. Compounds were not picked by outcome; about 0.27% have a hit in one of these screens.

Structure,hcGAS lum,NPYLR7 ag,mcGAS lum
COC(=O)c1cc(C)ccc1Oc1ccc([N+](=O)[O-])cn1,11,5,nt
COc1cccc(Cn2ccnc2CN(CC2CC2)C(=O)c2ccc(C)cc2)c1,-6,8,-4
CCCCC(=O)N(C)c1c(CC)nc2c(OCc3ccc(C#N)cc3)cccn12,-4,1,-2
CCOc1ccc(CN(CCc2c[nH]c3ccccc23)C(=O)CN(Cc2ccc(F)cc2)C(=O)CC(C)(C)C)cc1,-7,26,-4
Cn1cc(S(=O)(=O)Oc2ccc(-c3ccccc3)cc2)c(=O)n(C)c1=O,-6,-1,-5
O=S(=O)(c1cccc2nonc12)N1CCOCC1,1,0,nt
CCCn1c(CN2CCN(c3ccc(F)cc3)CC2)nc2c1c(=O)n(C)c(=O)n2C,-9,4,-8
CN(c1ccccc1)N1CC(C(=O)N[C@H](CO)Cc2ccccc2)CC1=O (stereo not given in full),-4,0,-5
Cc1c(Cl)ccc2sc(N(CCCn3ccnc3)C(=O)c3cccs3)nc12,-1,-8,-6
Cc1nc(C)c(C(=O)N2CCCC(N(C)C)CC2)s1 (stereo not given),-5,7,-22
O=c1c2cnc3nc(-c4ccccc4)nn3c2ccn1Nc1nc2ccccc2s1,-1,-4,0
CS(=O)(=O)c1ccc(CCNC(=O)NCC2CC=CCC2)cc1 (stereo not given),-6,11,nt
Cc1ccc(CN(CCc2ccccc2)C(=O)CN(Cc2ccco2)S(=O)(=O)c2ccc(Cl)cc2)o1,-6,-8,-3
O=C(Nc1ccc(Cl)cc1)N1CCCCC1C1OCCO1 (stereo not given),-2,-5,nt
Cc1cc(Cl)cc2c1N(C(=O)CCc1cnn(C)c1)CCC2,-19,-2,nt
N#Cc1cccc(C(=O)N2CCN(Cc3ccc(-c4noc(-c5ccccc5)n4)cc3)CC2)c1,-7,7,-6
COc1cccc(-c2cc(C(=O)Nc3ccccc3F)n3nc(C(C)(C)C)cc3n2)c1,-5,5,-11
Nc1ccnc(N2CCCC(Cc3cccc(Cl)c3)(C(=O)O)C2)n1 (stereo not given),-5,-4,nt
N#CC(=Cc1cccs1)c1nc(C2CC2)cs1,-5,-2,-5
CCNC(=S)N(Cc1c(-c2ccccc2)noc1N1CCCCC1)C1CC1,-7,0,-7
CCN(CC)C(=O)Oc1ccc2c(ccn2Cc2cccc(F)c2)c1NC(=O)C(Cl)Cl,-7,2,-6
Cc1ccccc1N1CCN(CC(O)Cn2c3ccccc3n3c(=O)cc(C)c(C#N)c23)CC1 (stereo not given),-4,1,-6
COC(=O)c1ccc(COC(CN2CCN(S(=O)(=O)c3ccccc3Cl)CC2)c2ccc(Cl)cc2)cc1 (stereo not given),-6,nt,-5
COCCCN(Cc1nc2scc(-c3ccc(OC)cc3)c2c(=O)[nH]1)CC(O)Cc1ccccc1 (stereo not given),-8,14,-7

Part of the list above, as labelled records.
N#CC(=Cc1cccs1)c1nc(C2CC2)cs1
  hcGAS lum = -5 | NPYLR7 ag = -2 | mcGAS lum = -5
CCNC(=S)N(Cc1c(-c2ccccc2)noc1N1CCCCC1)C1CC1
  hcGAS lum = -7 | NPYLR7 ag = 0 | mcGAS lum = -7

Back to the main list, repeating the 4 entries before the break.
Structure,hcGAS lum,NPYLR7 ag,mcGAS lum
CCN(CC)C(=O)Oc1ccc2c(ccn2Cc2cccc(F)c2)c1NC(=O)C(Cl)Cl,-7,2,-6
Cc1ccccc1N1CCN(CC(O)Cn2c3ccccc3n3c(=O)cc(C)c(C#N)c23)CC1 (stereo not given),-4,1,-6
COC(=O)c1ccc(COC(CN2CCN(S(=O)(=O)c3ccccc3Cl)CC2)c2ccc(Cl)cc2)cc1 (stereo not given),-6,nt,-5
COCCCN(Cc1nc2scc(-c3ccc(OC)cc3)c2c(=O)[nH]1)CC(O)Cc1ccccc1 (stereo not given),-8,14,-7
COCCCN(CC(=O)N(CCc1ccc(OC)c(OC)c1)Cc1sccc1C)C(=O)c1cc(Cl)cc(Cl)c1,-6,7,-6
O=C(CCN1CCCC(O)C1)N1CCc2ccccc21 (stereo not given),-7,0,nt
CC(=O)Nc1cccc(C(=O)N2CCC(n3nc(C)cc3C)CC2)c1,-5,2,-4
Cc1cccc(C)c1Oc1ncccc1CNC(=O)C1(C)CCCCO1 (stereo not given),-2,-4,0
Cc1ccc(C(=O)C=Cc2ccc(OCC(=O)O)cc2)cc1C,-2,1,20
CC(=O)N(c1nc(CSc2ccc(C)cn2)cs1)C1CC1,-10,10,nt
CN(CCCNC(=O)Cn1cc2c(n1)CCCC2)C1CCCCC1,-6,2,-2
CO[C@H]1[C@@H](CN(C)C(=O)c2cccs2)[C@H]2O[C@@H]1c1ccccc12,1,9,-6
Oc1ccc2c(O)coc2c1,-6,3,-3
COCCN(CC(=O)N(CCc1c[nH]c2ccccc12)Cc1ccc(F)cc1)C(=O)Nc1ccc(OC)cc1,-8,15,-4
COCCN(CC(=O)N(CCc1c[nH]c2ccccc12)Cc1ccc(C(F)(F)F)cc1)C(=O)c1ccc([N+](=O)[O-])cc1,-3,-6,-4
CCN(CC)c1ccc2cc(C(=O)Nc3cccc4ccccc34)c(=N)oc2c1,4,-6,-2
CCc1nc2c(OCc3ccc(C(=O)N(C)C)cc3)cccn2c1N(C)C(=O)c1cccs1,-4,24,-2
c1csc(-c2nc(CSC3=NCCS3)co2)c1,-7,5,nt
Cc1nccn1CCC1CCCCN1C(=O)c1cc(C(C)C)no1 (stereo not given),2,4,nt
O=C(c1ccc(-c2cncnc2)nc1)N1CCC(CCc2ccccc2)CC1,-2,17,nt
O=C1NCC2(CCCN(C(=O)c3cnn4c3CCCC4)CC2)O1 (stereo not given),0,1,nt
CNc1nc2cnc(-c3ccc4c(c3)OCO4)cc2n1-c1ccccc1,-6,15,-7
COc1cccc(C(C)NC(=O)c2sc3ccc(OC)cc3c2Cl)c1 (stereo not given),-10,25,-4
COc1ccc(OC)c(-c2ccc(N3CCN(C(=O)C4CCCO4)CC3)nn2)c1 (stereo not given),-7,nt,-8
CC1=C(C(=O)OCC2CCCO2)C(c2ccccc2OCc2ccccc2)NC(=O)N1 (stereo not given),-1,-2,nt
CCn1c(-c2ccccc2)cnc1SCC(=O)NC1CCS(=O)(=O)C1 (stereo not given),-3,-3,nt
CCCOCCNC(=O)c1cc(N(C)C2CCCCC2)nc2ccccc12,-10,3,-8
COc1cccc(Cn2nc(C)c(CNCc3ccco3)c2Cl)c1,-3,-3,nt
O=C(c1ccc(CN2C(=O)CSc3ccccc32)o1)N1CCOCC1,-2,nt,-4
CCOC(=O)CCC(=O)N1CCN(c2cc(Oc3ccc(F)cc3Cl)ncn2)CC1C (stereo not given),-11,8,-5
Cc1ccc(NC(=O)C2C(C)Nc3ncnn3C2c2ccccc2)c(C)c1 (stereo not given),-6,2,-8
Cc1[nH]c2ccc(CNC(=O)CCc3cc(Cl)no3)cc2c1C,-6,-7,nt
COc1cncc(-c2cccnc2OC)c1,-4,-6,nt
O=C(NCCc1ccccn1)C1CC12CCN(C(=O)/C=C/c1ccc(Cl)cc1)CC2 (stereo not given),-6,16,-11
CCc1nc([C@H]2CN(C)C[C@@H]2C(=O)NCCn2cccn2)c(C)[nH]1,-10,4,-15
CN(C)C(=O)CN(C)C(=O)C(C)(C)c1cccc(C(F)(F)F)c1,-13,1,nt
CCOP(=O)(Cc1ccc(NC(=O)C(C)(C)CCCOc2cc(C)ccc2C)cc1)OCC,-3,-9,-2
Cc1cccc(C)c1NC(=O)CN(Cc1ccc2c(c1)OCO2)C1CCCC1,-5,-4,nt
COc1cccc(-c2nnc(SCc3nc(C(=O)O)cs3)n2-c2ccc(C)cc2)c1,-2,-1,nt
CC(=O)C1=C(C)NC2(O)c3ccccc3C(=O)C12O (stereo not given),-9,18,-5
COCCO[C@H]1[C@H](NC(=O)C(C)C)c2ccccc2C12CCN(C(=O)c1cc(C(C)C)on1)CC2,-5,13,-10
CCOc1ccccc1NC(=O)N1CCN(C(c2ccccc2)c2ccc(Cl)cc2)CC1 (stereo not given),-7,15,-6
Cc1cc(=O)[nH]c(SCC(=O)O)c1C#N,3,-3,0
COC(=O)C(C)N(CCN1CCOCC1)CC(=O)N(CCc1ccccc1)Cc1ccc(C)o1 (stereo not given),-4,nt,-10
O=C(NCCc1nc2ccccc2[nH]1)c1cc(COc2ccccc2)[nH]n1,0,3,-10
CCOC(=O)C1(C)CCN1C(=O)c1cccc(C(F)(F)F)c1 (stereo not given),-10,2,nt
COc1ccccc1NC(=O)Cn1nc(C2CC2)c2cnn(-c3ccccc3C)c2c1=O,0,-2,nt
CCOC(=O)CNC(=O)CSc1nnc(C(C)C)c2cnn(-c3ccc(F)cc3)c12,-9,-10,-12
Cc1cc(-n2c(C)cc(CNC3CC(C)(C)NC(C)(C)C3)c2C)no1,-3,-1,nt
O=C(CCC1CCCCC1)Nc1c2c(nn1-c1ccc([N+](=O)[O-])cc1)CSC2,-7,-2,nt
O=S(=O)(NC1=NCCCCCC1)c1cc(Br)ccc1Br,-5,7,-7
O=C(/C=C/c1ccc(OC(F)(F)F)cc1)N1CC(=O)N2CCc3ccc(Cl)cc3C2C1 (stereo not given),-3,-3,0
COc1ccc(/C=C2\N=C(c3ccc(F)cc3)OC2=O)cc1OC(C)=O,3,-21,-3
Cc1ccc2c(c1)N(C(=O)Nc1ccc(S(C)(=O)=O)cc1)CC2,-9,-17,nt
CSc1ccccc1NC(=O)CC(C)(C(=O)O)c1ccccc1 (stereo not given),-5,9,-8
COc1cc(C)c(C(C)NC(=O)c2c(C)oc(C)c2C)cc1OC (stereo not given),-3,1,nt
N#Cc1cnn(-c2ccccc2)c1N,-5,-2,nt
CCCCC(C)=NNC(=O)Cn1ccc(C(F)(F)F)n1,-7,-3,nt
COCc1cc(N2CCN(c3ccccc3Cl)CC2)nc(SCc2ccc(C(=O)NCc3ccccn3)cc2)n1,-13,5,-7
O=C(NC1CCCCC1)C1CCCN(S(=O)(=O)N2CCOCC2)C1 (stereo not given),-9,1,nt
Nc1nc(NS(=O)(=O)c2ccccc2)ns1,-11,0,-3
Cn1cc(C(=O)N2CCOCC2)cc(NC(=O)c2ccccc2C(F)(F)F)c1=O,-3,-15,-7
CCOC(=O)c1ccc2c(c1)nc(SCc1ccccc1C)n2Cc1cccc(F)c1,-2,4,-4
O=C1/C(=C/c2cc3ccccc3o2)Oc2cc(O)ccc21,-11,49*,nt

(list continues)
Structure,hcGAS lum,NPYLR7 ag,mcGAS lum
COc1ccc(F)c(F)c1CN1CCCC(OCc2ccccn2)C1 (stereo not given),-4,-5,nt
COc1cccc(C(=O)Nc2c3c(nn2-c2cccc(C)c2C)CSC3)c1OC,-4,-5,nt
CCc1[nH]c2c(CNC(=O)Cn3ccc(=O)[nH]c3=O)cc(F)cc2c1C,-6,5,-12
c1ccc2c(c1)nc(C1CCCO1)n2CCC1CCCCC1 (stereo not given),-3,14,nt
Cc1ccc(OCc2nccn2C(F)F)c(C(=O)NCC(C)C)c1,-13,11,nt
CC(NC(=O)N1CCN(S(=O)(=O)c2cccnc2)CC1)c1ccccc1F (stereo not given),-7,7,-13
Cc1ccc(-n2c(C(C)N(CCc3ccccc3)C(=O)/C=C/c3ccccc3)nc3ccccc3c2=O)cc1C (stereo not given),-6,-1,-4
CCN(CC)C(=O)C1CCCN(Cc2nc(-c3ccc4c(c3)OCO4)no2)C1 (stereo not given),0,4,nt
COc1ccccc1/C=C/CN1CCC(n2nccc2NC(=O)CCc2ccccc2)CC1,2,-2,nt
Cc1c(C(=O)NC2CCN(Cc3ccccc3)CC2)cc(-c2ccc(Cl)cc2)n1-c1ccc(F)cc1F,-9,1,-5
CCCCCCCCNC(C)C(O)c1ccc(SC(C)C)cc1 (stereo not given),-3&-3,-7&-13,nt
CCS(=O)(=O)N(CCOC)CC(=O)N(CCc1c[nH]c2ccccc12)Cc1ccccc1,5,-9,-2
O=c1c2c3nc4ccccc4nc3n(CCc3ccccc3)c2ncn1CC1CCCO1 (stereo not given),-4,1,nt
COc1ccc(CN2C(=O)N(C)C3(CCN(Cc4ccc(C#CC(C)(C)O)cc4)CC3)C2=O)cc1,-10,23,-7
Cc1ccc(C(C)CCN2CCOc3ccc(CN4CCC(O)(c5cccnc5)CC4)cc3C2)o1 (stereo not given),-6,21,-10
CC(=NNC(=O)Cc1cn2ccsc2n1)c1cccs1,-2,6,0
O=C(COc1ccccc1F)Nc1nc2c(s1)CCC2,8,2,nt
O=C(N=Nc1c(O)[nH]c2ccccc12)c1nc[nH]c1C(=O)N=Nc1c(O)[nH]c2ccccc12,0,-2,-1
CCCc1cc(=O)[nH]c(SC(C)C(=O)NCc2ccc3c(c2)OCO3)n1 (stereo not given),-8,0,-12
O=C(c1ccco1)N(Cc1nc2cc(Cl)ccc2o1)C1CCCC1,-4,-2,-5
CC(=O)c1[nH]c(C)c(C(=O)N2CC[C@@H](c3sccc3C)[C@H](O)C2)c1C,-3,1,nt
COc1ccc(CN(C)Cc2cc(=O)n3ccsc3n2)c(OC)c1,-5,14,nt
CC(=O)N(Cc1csc(COc2ccccc2C)n1)C(C)C,-3,12,-5
CCn1cc(C(CC(=O)NCc2ccco2)c2cccc(C)c2)c2ccccc21 (stereo not given),-7,5,-5

High-throughput results deposited in PubChem BioAssay by Fisher Drug Discovery Resource Center.
